Source: PubChem BioAssay (National Center for Advancing Translational Sciences (NCATS))
AMA1-RON2 inh – disrupts binding of P. falciparum AMA1 to RON2; AlphaScreen AMA1-biotinylated RON2 peptide binding; Potency, µM (series often up to 58.2 µM), for the others: at the top dose activity change, negative = inhibition, most hits filed as inhibitors; 360,000 compounds, 0.2% hits;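 also: potency is read from the fitted curve at half-maximal effect; 0% = vehicle wells and -100% = peptide control; nearly all actives have a fitted effect of over 45% in size; some results filed as inactive show a strong effect at the top dose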
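AMA1 (3D7) with his tag at 25 nM final met compounds first, then biotinylated RON2 peptide at 25 nM; detection used donor plus acceptor beads, 10 µg/mL apiece, read by AlphaScreen after 30 min at room temperature.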
Giardia FBPA inh – Giardia lamblia aldolase inhibition | 290,000 compounds, 0.71% hits | Potency, µM (highest dose often 59.6 µM), for inactives: at the highest dose activity, negative = inhibition, actives largely listed as inhibitors | purified Giardia FBPA | A8B2U2; also: potency is read from the fitted curve at half-maximal effect; nearly all actives have a fitted effect of over 55% in size
Target sequence (A8B2U2 whole entry, looked up): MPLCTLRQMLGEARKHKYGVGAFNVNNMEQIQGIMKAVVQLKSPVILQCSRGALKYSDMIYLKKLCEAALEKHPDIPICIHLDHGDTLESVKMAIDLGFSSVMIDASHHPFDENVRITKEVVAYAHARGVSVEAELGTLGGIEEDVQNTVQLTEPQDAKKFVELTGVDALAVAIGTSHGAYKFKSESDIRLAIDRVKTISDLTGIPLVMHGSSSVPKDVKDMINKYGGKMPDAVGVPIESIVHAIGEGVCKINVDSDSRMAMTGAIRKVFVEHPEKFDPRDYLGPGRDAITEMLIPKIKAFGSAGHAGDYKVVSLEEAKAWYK
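Giardia FBPA (40 nM reagent) was preincubated 10 min at RT with compound (up to 57.5 uM final), then substrate plus GAPDH/TPI/NAD/arsenate coupling system with diaphorase/resazurin was added; resorufin fluorescence (525/598 nm) was read after 20 min.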
AmpC inh detg – blocks E. coli AmpC beta-lactamase in detergent assay; 370,000 compounds, 0.041% hits; Potency, µM (titrated, usually from 114 µM), inactives show top-dose activity change, negative = inhibition, hits mostly inhibitors; AmpC hydrolysis of nitrocefin, absorbance 480 nm, 0.01% Triton;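 also: potency is read from the fitted curve at half-maximal effect; 0% = no-compound wells and -100% = no-enzyme wells; nearly all actives have a fitted effect of over 25% in size; some results filed as inactive show a strong effect at the top dose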
Target sequence (P00811 whole entry, looked up): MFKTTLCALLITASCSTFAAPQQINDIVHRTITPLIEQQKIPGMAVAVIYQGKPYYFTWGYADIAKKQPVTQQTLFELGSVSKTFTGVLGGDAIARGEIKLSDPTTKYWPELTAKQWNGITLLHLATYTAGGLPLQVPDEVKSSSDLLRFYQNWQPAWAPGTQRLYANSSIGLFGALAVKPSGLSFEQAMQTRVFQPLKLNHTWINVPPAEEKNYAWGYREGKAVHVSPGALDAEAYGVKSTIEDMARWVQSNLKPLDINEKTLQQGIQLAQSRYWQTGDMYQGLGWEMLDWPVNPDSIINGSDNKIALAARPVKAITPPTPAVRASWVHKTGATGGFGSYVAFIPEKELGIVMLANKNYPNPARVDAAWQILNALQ
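AmpC (5.3 nM in the dispensed reagent) in 20 mM phosphate pH 7.0 with 0.01% (detergent screen) or 0.0001% Triton X-100 was preincubated with compounds for 15 min at room temperature. Nitrocefin was then added from an 800 uM solution, and hydrolysis was followed at 480 nm.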
HCMV antiviral – human cytomegalovirus inhibition; 410,000 compounds, 4.5% hits; activity change, negative = inhibition, % at 57.5 µM; HFF cells, HCMV-luciferase reporter, 72 h; hits give low values; AID 1259415; in the data active = activity change below about -60%; inconclusive = no clear call, values can overlap the other calls; inactive = above about -39%
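Steps: HFFs plated, 16 h 37C; compounds added; HCMV-luciferase added to MOI 1 PFU/cell; 72 h 37C; OneGlo reagent, 5 min room temperature; luminescence read, normalized to controls.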
Sm TGR block – S. mansoni TGR enzyme inhibition; Q962Y6; purified TGR, DTNB reduction, TNB absorbance 405 nm; Potency, µM (titrated, usually from 114 µM), for the others: top-dose activity change, negative = inhibition, actives largely listed as inhibitors; 360,000 compounds, 3% hits; also: potency is read from the fitted curve at half-maximal effect; nearly all actives have a fitted effect of over 60% in size
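TGR 20 nM + NADPH 100 uM (dispensed conc.), cpd preinc 15 min RT; start with NADPH (500 uM addition) then DTNB (15 mM addition). Kinetic TNB absorbance, 405 nm filter. Four-parameter Hill fit across titration.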
HCV inh – blocks hepatitis C virus. AID 651820. 340,000 compounds, 3.4% hits. Huh7.5.1 HCVcc-Cre infection, luciferase reporter, 44 h. Potency, µM (top dose mostly 41.8 µM), for inactives: at the highest dose activity change, negative = inhibition, most hits filed as inhibitors; also: potency is read from the fitted curve at half-maximal effect
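Infectious HCV cell culture screen: compound-treated cells (1,000/well, pre-plated 4 h) are infected with HCVcc-Cre at roughly 0.5 moi and grown 44 h. Infection is quantified by luciferase signal after 15 min substrate incubation at room temperature.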
Starred values were filed as active, the others as inactive; [ ] = dose if it differs, or a comment. Unless noted, calls follow the shape of the dose curve; as a rule, active = well fitted curve in the direction sought with a large enough effect; inconclusive = small, poorly fitted or top-dose-only effect, or another doubt; inactive = no such curve, though single readings can be large; an effect the other way counts as inactive or inconclusive. Unless noted, % is scaled to controls: 0 for no effect and ±100 for the full control effect. Compounds were not picked by outcome. Share with any hit: about 9.3%.

Screening CN=C(SCc1ccccc1)c1c(O)n(C)c(=O)n(C)c1=O returned AMA1-RON2 inh 1%, Giardia FBPA inh 3%, AmpC inh detg inconclusive, HCMV antiviral 13, Sm TGR block 1% and HCV inh 7%.
Screening CN(CC(=O)Nc1c(Cl)cccc1Cl)C(=O)CCNS(=O)(=O)c1ccccc1C(F)(F)F returned AMA1-RON2 inh 0%, AmpC inh detg 0%, HCMV antiviral -18, Sm TGR block -1% and HCV inh 5%.
Screening O=C(OCCO)c1cc(Cl)c(C(=O)OCCO)cc1Cl returned AMA1-RON2 inh -11%, Giardia FBPA inh 4%, AmpC inh detg inconclusive, HCMV antiviral -29, Sm TGR block 0% and HCV inh -17%.
Screening CC(=O)Oc1cccc(N2C(=O)c3ccc(C(=O)Nc4c[nH]c(=O)[nH]c4=O)cc3C2=O)c1 returned AMA1-RON2 inh 5%, Giardia FBPA inh 2%, AmpC inh detg 0%, Sm TGR block 50%[activator] and HCV inh 14%.
For CC(=O)Nc1ccc2nc(SCCOc3cc(C)cc(C)c3)sc2c1 the results were AmpC inh detg -6%, HCMV antiviral -35 and Sm TGR block -10%.
CCOC(=O)Cn1c(=O)n(C2CCCCC2)c2nc(-c3ccccc3Cl)nc(C(N)=O)c21 was read as AmpC inh detg 13%, HCMV antiviral -20 and Sm TGR block -1%.
Screening N/C(=N\OC(=O)CCC1CCCC1)c1ccncc1 returned AMA1-RON2 inh 5%, Giardia FBPA inh 5%, AmpC inh detg 0%, HCMV antiviral -3 and HCV inh 11%.
Screening O=C(NCCC1=CCCCC1)C(=O)NCC(c1ccco1)N1CCN(c2ccc(F)cc2)CC1 (configuration not stated) returned AMA1-RON2 inh 0%, Giardia FBPA inh 0%, AmpC inh detg -7%, HCMV antiviral inconclusive, Sm TGR block -25% and HCV inh -18%.
Screening Cc1cc(=O)oc(C)c1C(=O)Nc1ccc2ncccc2c1 returned AMA1-RON2 inh 1%, Giardia FBPA inh -23%, AmpC inh detg 6%, HCMV antiviral -31, Sm TGR block -2% and HCV inh 4%.
CCCSc1nc(NCc2ccco2)c2c3c(sc2n1)COC(C)(CC)C3 (configuration not stated) was read as AMA1-RON2 inh -8%, Giardia FBPA inh -2%, AmpC inh detg 1%, HCMV antiviral -3, Sm TGR block -14% and HCV inh -21%.
Screening COC(c1ccccc1)c1nnc(CCC(=O)NC2C3CC4CC(C3)CC2C4)o1 (configuration not stated) returned AMA1-RON2 inh -15%, Giardia FBPA inh 4%, AmpC inh detg -1%, HCMV antiviral 6, Sm TGR block -3% and HCV inh 21%.
O=C(Nc1ccccc1)OCc1cncs1 was read as AMA1-RON2 inh -10%, Giardia FBPA inh 4%, AmpC inh detg 2%, HCMV antiviral -30, Sm TGR block 32% and HCV inh 4%.
Screening CCOC(=O)c1c(NC(=O)CSc2ncn[nH]2)sc(C(C)=O)c1C returned AMA1-RON2 inh 20%, AmpC inh detg 3%, HCMV antiviral -2, Sm TGR block inconclusive and HCV inh inconclusive.
Screening O=C(NCCSc1c[nH]c2ccccc12)c1ccc2c(c1)OCO2 returned AMA1-RON2 inh 0%, Giardia FBPA inh -4%, AmpC inh detg -12%, HCMV antiviral 67, Sm TGR block -8% and HCV inh -21%.
For COc1ccccc1/C=N/NC(=O)c1c(-c2ccccc2)noc1C the results were AMA1-RON2 inh 9%, Giardia FBPA inh -24%, AmpC inh detg 7%, HCMV antiviral -24, Sm TGR block 4% and HCV inh 10%.
CCCCSc1nnc2c(n1)OC(c1ccc(Br)s1)Nc1ccccc1-2 (configuration not stated) was read as AmpC inh detg 7%, HCMV antiviral 65 and Sm TGR block -20%.
Cc1ccc(-n2nnnc2-c2ccccc2Br)cc1 was read as AMA1-RON2 inh -10%, HCMV antiviral -23 and HCV inh 3%.
For CCOC(=O)C1=C(C)OC(N)=C(C#N)C1c1cccc(C)c1 (configuration not stated) the results were AMA1-RON2 inh 13%, Giardia FBPA inh -23%, AmpC inh detg -6%, HCMV antiviral 25, Sm TGR block inconclusive and HCV inh 12%.
Screening CC(C)(C)C(=O)OC/C(N)=N/OC(=O)c1ccccc1 returned AMA1-RON2 inh 0%, Giardia FBPA inh 4%, AmpC inh detg 3%, HCMV antiviral -23, Sm TGR block 10% and HCV inh 2%.
For CCOc1ccccc1NC(=O)Nc1ccc(Br)cc1C the results were AMA1-RON2 inh -1%, Giardia FBPA inh 3%, AmpC inh detg -1%, HCMV antiviral inconclusive, Sm TGR block 1% and HCV inh inconclusive.
For CCn1c(SC)nnc1C1CCCN(CC(=O)Nc2ccccc2N2CCOCC2)C1 (configuration not stated) the results were AMA1-RON2 inh 68%[activator], Giardia FBPA inh -13%, AmpC inh detg -8%, HCMV antiviral inconclusive, Sm TGR block -17% and HCV inh 5%.
`c1ccc(C(c2ccccc2)c2cccnc2)cc1` gave AMA1-RON2 inh 16%, HCMV antiviral -35 and HCV inh -8%.
`C=CCn1c(SCC(=O)c2ccc(O)c(O)c2)nnc1-c1cccc(C)c1` gave AMA1-RON2 inh 28%, AmpC inh detg 0%, HCMV antiviral -17, Sm TGR block -17% and HCV inh inconclusive.
Cc1nn(C(=O)Cn2ccc([N+](=O)[O-])n2)c(C)c1Br was read as AMA1-RON2 inh 3%, AmpC inh detg 1%, HCMV antiviral 18, Sm TGR block 1% and HCV inh -6%.
`COC(=O)C(C(=O)N1CCN(C)CC1)C1CCCCCC1` (configuration not stated) gave AMA1-RON2 inh 4%, Giardia FBPA inh 6%, AmpC inh detg inconclusive, HCMV antiviral 41, Sm TGR block 0% and HCV inh 7%.
For COc1ccc(CN2CCC(=O)N([C@H](CO)CC(C)C)CC2)cc1 the results were AMA1-RON2 inh -14%, Giardia FBPA inh 5%, AmpC inh detg inconclusive, HCMV antiviral -20, Sm TGR block -7% and HCV inh -5%.
CCC1=C(c2ccc(C)cc2)S(=O)(=O)N=C1N1CCC(C(=O)NCCc2ccc(Cl)cc2)CC1 was read as AmpC inh detg 28%, HCMV antiviral -87* and Sm TGR block -4%.
Screening CNc1cc(C)nc(-n2nc(C)cc2C)n1 returned AMA1-RON2 inh 2%, Giardia FBPA inh 10%, AmpC inh detg inconclusive, HCMV antiviral inconclusive, Sm TGR block 9% and HCV inh 4%.
Cc1nc2nc(Cc3ccccc3)[nH]n2c(=O)c1Cc1ccccc1 was read as AMA1-RON2 inh -5%, Giardia FBPA inh 0%, AmpC inh detg inconclusive, HCMV antiviral -23, Sm TGR block 0% and HCV inh 4%.
Screening CCCc1cc(-c2n[nH]c(=S)n2CC)c2ccccc2n1 returned AMA1-RON2 inh 32%[activator], Giardia FBPA inh 10%, AmpC inh detg -1%, Sm TGR block -2% and HCV inh -29%.

Looked up one by one from above, 5 records:
CCC1=C(c2ccc(C)cc2)S(=O)(=O)N=C1N1CCC(C(=O)NCCc2ccc(Cl)cc2)CC1 was read as AmpC inh detg 28%, HCMV antiviral -87* and Sm TGR block -4%.
`COC(=O)C(C(=O)N1CCN(C)CC1)C1CCCCCC1` (configuration not stated) gave AMA1-RON2 inh 4%, Giardia FBPA inh 6%, AmpC inh detg inconclusive, HCMV antiviral 41, Sm TGR block 0% and HCV inh 7%.
`C=CCn1c(SCC(=O)c2ccc(O)c(O)c2)nnc1-c1cccc(C)c1` gave AMA1-RON2 inh 28%, AmpC inh detg 0%, HCMV antiviral -17, Sm TGR block -17% and HCV inh inconclusive.
Cc1nc2nc(Cc3ccccc3)[nH]n2c(=O)c1Cc1ccccc1 was read as AMA1-RON2 inh -5%, Giardia FBPA inh 0%, AmpC inh detg inconclusive, HCMV antiviral -23, Sm TGR block 0% and HCV inh 4%.
Screening CNc1cc(C)nc(-n2nc(C)cc2C)n1 returned AMA1-RON2 inh 2%, Giardia FBPA inh 10%, AmpC inh detg inconclusive, HCMV antiviral inconclusive, Sm TGR block 9% and HCV inh 4%.

(further entries)
For Cn1c(CCNC(=O)c2ccccc2F)nnc1SCC(=O)Nc1nncs1 the results were AMA1-RON2 inh 9%, Giardia FBPA inh inconclusive, AmpC inh detg -6%, HCMV antiviral inconclusive, Sm TGR block -27% and HCV inh -8%.
Screening O=C(CCC1CCCN(C(=O)c2ccncc2)C1)NCc1ccc(F)c(F)c1 (configuration not stated) returned AMA1-RON2 inh -1%, Giardia FBPA inh -2%, AmpC inh detg -4%, HCMV antiviral 8, Sm TGR block -9% and HCV inh 24%.
For Cc1nnc2c(N3CCN(CCO)CC3)nc3ccccc3n12 the results were AMA1-RON2 inh -2%, Giardia FBPA inh 1%, AmpC inh detg -14%, HCMV antiviral 45, Sm TGR block -22% and HCV inh -1%.
O=C(CCC1N=C2c3ccccc3N=C(SCc3ccc(Cl)cc3)N2C1=O)NCCc1ccccc1 (configuration not stated) was read as AmpC inh detg -8%, HCMV antiviral 41 and Sm TGR block 0%.
Cc1onc(-c2ccccc2)c1C(=O)NNC(=O)c1ccccc1Br was read as AMA1-RON2 inh 49%[activator], AmpC inh detg -6%, HCMV antiviral -16, Sm TGR block 0% and HCV inh 11%.
Cc1ccc(OCC(=O)NNC(=O)C2CC(=O)N(c3ccc4c(c3)OCCO4)C2)cc1 (configuration not stated) was read as AMA1-RON2 inh 86%[activator], AmpC inh detg -15%, HCMV antiviral -36, Sm TGR block 3% and HCV inh -9%.
For CCOC(=O)N1CCN(C(=O)CN(c2ccccc2OC)S(=O)(=O)c2ccc(C)cc2)CC1 the results were AMA1-RON2 inh 16%, Giardia FBPA inh -3%, AmpC inh detg -3%, HCMV antiviral -11, Sm TGR block -10% and HCV inh 10%.
`Cc1ccc(S(=O)(=O)N2CCN(C(=O)COC(=O)c3c(C)cc(C)cc3C)CC2)c(C)c1` gave AMA1-RON2 inh 4%, AmpC inh detg inconclusive, HCMV antiviral -28, Sm TGR block -3% and HCV inh -5%.
For Cc1ccc(CCNC(=O)c2cc(-c3ccccc3)n[nH]2)cc1 the results were AmpC inh detg 4%, HCMV antiviral -18 and Sm TGR block 1%.
`O=C(Nc1cccc(C(F)(F)F)c1)NC1CCN(S(=O)(=O)c2ccc(F)cc2)CC1` gave AMA1-RON2 inh 6%, Giardia FBPA inh 3%, AmpC inh detg -1%, HCMV antiviral 22, Sm TGR block -15% and HCV inh -10%.
`O=C(Oc1ccc2c(c1)OCO2)c1cc2c(s1)CCC2` gave AMA1-RON2 inh -19%, Giardia FBPA inh inconclusive, AmpC inh detg -12%, HCMV antiviral 24, Sm TGR block -19% and HCV inh 7%.
CCCn1c(C2CCCN2c2nc(-c3ccc(OC)cc3)cs2)nc2ccccc21 (configuration not stated) was read as AMA1-RON2 inh 57%[activator], Giardia FBPA inh inconclusive, AmpC inh detg -13%, Sm TGR block -34% and HCV inh inconclusive.
`Cc1ccc(CNC(=O)Cn2c(=O)cc(C)c3c(C)nn(-c4cccc(F)c4)c32)cc1` gave AmpC inh detg 16%, HCMV antiviral 2 and Sm TGR block -7%.
CN(C(=O)c1cccc(NC(=O)C2CCCN(C(=O)OC(C)(C)C)C2)c1)C1CCC1 (configuration not stated) was read as AMA1-RON2 inh -11%, HCMV antiviral -22 and HCV inh -12%.
